Screens as filed in PubChem.
HepG2 tox – counter-screen for TGF-b inhibitors: cytotoxicity in HepG2 cells; HepG2 CAGA-GFP viability, ATP luminescence, 18 h; Potency, µM (titrated, usually from 46.1 µM), without a hit: top-dose activity change, negative = cytotoxicity, hits mostly cytotoxic; actives 0.76% (n = 410,000); also: potency is read from the fitted curve at half-maximal effect; some results filed as inactive show a strong effect at the top dose
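CellTiter-Glo luminescence gave cytotoxicity after 18 hours at 37 degrees C. The cells were HepG2 CAGA-GFP in 1% FBS DMEM, stimulated with 500 pg/mL TGF-beta after compound addition. %Activity was normalised to no-cell wells (complete cell-killing) and DMSO (no toxicity), and curves were fitted and classified.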
Nrf2 block – blocks Nrf2 signaling; A549 ARE-Fluc reporter, luciferase luminescence, 18-24 h; Potency, µM (top dose mostly 46 µM), for the others: top-dose activity change, negative = inhibition, most hits filed as inhibitors; actives 2.1% (n = 360,000); AID 504444; also: potency is read from the fitted curve at half-maximal effect; % is scaled to controls: 0 for no effect and ±100 for the full control effect; nearly all actives have a fitted effect of over 60% in size
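Concentration-response testing used A549 ARE_Fluc cells at 5000 cells/well. Following an 18-24 h compound incubation, viability was read by fluorescence (Ex 405/Em 525) and luciferase output by luminescence.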
ATXN viability – viability counter-screen for ATXN expression inhibitors | S2 cells (HEK-293 line with an ATXN2-luciferase reporter) viability, CellTiter-Fluor protease fluorescence, 24 h | actives 0.49% (n = 400,000) | Potency, µM (doses to about 56.7 µM), usual class: cytotoxic | AID 651635; also: potency is read from the fitted curve at half-maximal effect; nearly all actives have a fitted effect of over 40% in size
A549 tox – counter-screen for Nrf2 inhibitors: cytotoxicity in A549 cells; actives 0.16% (n = 390,000); Potency, µM (top dose mostly 46 µM), without a hit: top-dose activity change, negative = cytotoxicity, hits mostly inhibitors; A549 ARE-Fluc cells, CellTiter-Fluor viability, 18-24 h; also: potency is read from the fitted curve at half-maximal effect; % is scaled to controls: 0 for no effect and ±100 for the full control effect
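Cytotoxicity counterscreen: CellTiter-Fluor fluorescence was measured in A549 ARE_Fluc cells after 18-24 h of compound exposure in a concentration series. The subsequent BugLite luminescent read reports ARE-luciferase activity.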
TGFb SMAD3 inh – TGF-b pathway inhibition. actives 1.2% (n = 410,000). HepG2 CAGA-GFP TGF-b/SMAD3 reporter, GFP fluorescence, 18 h; TGF-beta stimulated, 500 pg/mL final. Potency, µM (titrated, usually from 46.1 µM), inactives show at the highest dose activity, negative = inhibition, usual class: inhibitors; also: potency is read from the fitted curve at half-maximal effect; % is scaled to controls: 0 for no effect and ±100 for the full control effect; nearly all actives have a fitted effect of over 65% in size
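GFP signal (ex488/em500-530) from TGF-beta-stimulated HEPG2 CAGA-GFP cells, 500 pg/mL final, 18 h at 37 degrees C in DMEM plus 1% FBS, normalized to unstimulated and DMSO-stimulated controls.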
Mm-Cpn inhibitor – M. maripaludis TRiC chaperonin inhibition; purified Mm-Cpn ATPase, ADP Transcreener TR-FRET; Potency, µM (top dose mostly 76.9 µM), inactives show at the highest dose activity, negative = inhibition, hits mostly inhibitors; actives 0.031% (n = 330,000); AID 504842; also: potency is read from the fitted curve at half-maximal effect; % is scaled to controls: 0 for no effect and ±100 for the full control effect; nearly all actives have a fitted effect of over 80% in size
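Inhibition of chaperonin ATP hydrolysis is measured as reduced ADP production, detected by competitive TR-FRET in which signal falls with ADP. Final enzyme 25 nM and ATP 10 uM, reacted 30 min at 37°C.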
Nrf2 activator – Nrf2 pathway activation | actives 0.31% (n = 410,000) | Potency, µM (highest dose often 46.1 µM), for the others: at the highest dose activation, actives largely listed as activators | AREc32 ARE-luciferase reporter (MCF7-derived line), luminescence, 24 h; also: potency is read from the fitted curve at half-maximal effect; % of control where 0% means no effect; nearly all actives have a fitted effect of over 65% in size
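ARE-driven firefly luciferase activity in AREc32 cells measured after a 24 hr compound exposure at 37 deg C, using Steady-Glo reagent and a 30 min room-temperature hold.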
Akt phos inh – inhibitors of Akt phosphorylation; Neuro2A IGF-stimulated pAkt S473 HTRF, 20 min; active compounds read low; activity change, % for hits at 50 µM; actives 0.32% (n = 360,000); in the data active = activity change below about -80%; inconclusive = mostly about -51% to -80%; also: % is scaled to controls: 0 for no effect and ±100 for the full control effect
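Neuro2A cells (4,500/well, DMEM with 0.5% FBS) were treated with compound at a single 50 µM final concentration, stimulated with 6 nM IGF for 20 min at 37 °C, and lysed. Phospho-Akt Ser473 was read by HTRF as 665/615 ratio ×10^4.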
CCT chaperon mod – cytosolic chaperonin activity modulation | purified chaperonin ATPase assay, HTRF ADP detection, 30 min | activity change, % (no concentration beside the values), hits read low | actives 0.3% (n = 360,000); in the data active = activity change below about -30%; also: % is scaled to controls: 0 for no effect and ±100 for the full control effect
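TRiC (40 or 20 nM final, by batch activity) in 30 mM Tris pH 7.4, 100 mM KCl, 5 mM MgCl2, 1 mM DTT was treated with compound at 76 uM single dose, then 10 uM ATP, 30 min at 37 °C. ADP was read by HTRF Transcreener.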
The depositor's hits bear a star; i = inactive; ? = inconclusive; nt = no result given; [ ] = dose if it differs, or a comment. Unless noted, calls follow the shape of the dose curve; as a rule, active = well fitted curve in the direction sought with a large enough effect; inconclusive = small, poorly fitted or top-dose-only effect, or another doubt; inactive = no such curve, though single readings can be large; an effect the other way counts as inactive or inconclusive.

The line under a structure holds: HepG2 tox | Nrf2 block | ATXN viability | A549 tox | TGFb SMAD3 inh | Mm-Cpn inhibitor | Nrf2 activator | Akt phos inh | CCT chaperon mod
CCOC(=O)c1c(Nc2ccccc2OCCOC)n[nH]c1C
  -24% | 9% | ? | -3% | -6% | -1% | 3.8% | i | 0.3
O=C(CCn1nnc2ccccc2c1=O)N[C@H](C(=O)O)c1ccccc1
  6% | 10% | i | -1% | -13% | -1% | -0.1% | i | -1.9
COc1cc(NC(=O)Cn2ccc3ccccc3c2=O)cc(OC)c1OC
  -9% | -13% | i | 0% | -1% | nt | 0.2% | nt | nt
O=c1sc2ccccc2c(N2CCCC2)c1[N+](=O)[O-]
  6% | 22% | i | 5% | 19% | -8% | -0.6% | i | -3.0
CCc1ccc2c(Cl)c(C(=O)N/N=C/c3c[nH]c4ccccc34)sc2c1
  -3% | nt | i | -28% | ? | 0% | 4.5% | i | 2.0
Cc1c(C(N)=O)nnn1-c1ccc(Br)cc1
  -11% | 4% | i | 5% | -5% | nt | -0.3% | nt | nt
Cc1ccc(S(=O)(=O)CCSc2n[nH]c(=O)n2-c2ccc3c(c2)OCCO3)cc1
  2% | -6% | ? | -6% | -2% | -3% | ? | i | 0.7
CCOCCC(=O)Nc1ccc2c(c1)c(=O)n(C)n2-c1ccc2ccccc2c1
  -12% | nt | ? | nt | ? | nt | 0.2% | i | -1.2
COc1ccc(-c2cc(C(F)(F)F)nc(SCC(=O)Nc3cc(C)on3)n2)cc1
  -4% | 4% | i | 3% | 11% | -3% | 0.5% | i | -1.3
CCOC(=O)NC(NCc1ccccc1Cl)(C(F)(F)F)C(F)(F)F
  -1% | -8% | i | -12% | -5% | 0% | -0.2% | i | -0.3
O=C(CNC(=S)N(CCCN1CCOCC1)Cc1cccs1)N1CCCC1
  8% | -16% | i | 4% | 13% | 0% | -0.5% | i | -0.2
Cc1ccc(Nc2nc(-c3cccs3)cs2)nc1
  -33% | ? | i | 2% | ? | -3% | -0.1% | i | 1.6
COc1cc(C(=S)N2CCOCC2)ccc1OC(=O)c1cc([N+](=O)[O-])cc([N+](=O)[O-])c1
  4% | 4% | i | 10% | -4% | 1% | 0.2% | i | -5.1
O=C(c1cccc(F)c1)N1CCN(S(=O)(=O)c2ccccc2)CC1
  -5% | 9% | i | 3% | ? | -2% | 0.8% | i | 0.3
COCc1c(C(=O)N2CCN(CCOc3ccccc3)CC2)oc2ccccc12
  -26% | -26% | i | -6% | ? | -6% | 1.2% | i | -3.0
CCc1ccc(CC2S/C(=C(\C#N)C(C)=O)NC2=O)cc1 (stereo unspecified)
  -22% | ? | i | -29% | 31% | -2% | 3.2% | i | 0.8
O=S(=O)(NC1CCCCC1Sc1ncccn1)c1ccccc1 (stereo unspecified)
  -9% | -8% | ? | 1% | -12% | -1% | -0.6% | i | -1.7
O=S(=O)(NCc1ccco1)c1cnc(Cl)c(Cl)c1
  -1% | -12% | i | 0% | 1% | 1% | ? | i | 1.2
O=C(CCN1CCCCC1)Nn1c(=S)[nH]c2ccccc2c1=O
  -13% | 6% | i | 8% | 1% | 1% | 0.1% | i | 0.9
CCOCCCN(CCC#N)C(=O)C1CCN(S(=O)(=O)c2ccc(-n3cnnn3)cc2)CC1
  6% | 7% | i | -4% | 8% | 1% | -0.5% | i | 1.4
O=C(Cc1ccccc1)N(Cc1cccnc1)c1nc2ccc(Cl)cc2s1
  -18% | nt | nt | -8% | -1% | nt | -1.7% | nt | nt
O=C(Nc1cccc(NC(=O)c2ccc(-c3ccc(Br)cc3)o2)c1)c1ccccc1
  8% | 5% | i | -14% | -24% | -4% | 0.6% | i | -2.2
O=[N+]([O-])c1ccc(OCCOCCOc2ccc([N+](=O)[O-])cc2)cc1
  25% | -9% | i | 2% | 2% | -4% | -0.5% | i | -1.7
COc1ccccc1-n1c(SCC(=O)N2CCCCC2)nc(O)c(Cc2ccccc2)c1=O
  -14% | 0% | i | 6% | -14% | 1% | 0.2% | i | -0.5
O=C(NCCSc1ccccc1)c1cccnc1
  -15% | ? | i | -2% | 0% | 2% | -0.1% | i | -2.6
COc1ccc(C2(CNS(=O)(=O)c3ccc(C)cc3)CCOCC2)cc1
  12% | 3% | i | -4% | 4% | 1% | -0.6% | i | 0.4
C/C(=N\NC(=O)CCCNc1ccc(C)cc1)c1ccccn1
  2% | ? | i | -1% | 5% | -3% | -0.3% | i | 0.3
Cc1ccccc1-c1cc2nc(NCCN3CCNC3=O)n(C)c(=O)c2s1
  -2% | nt | i | nt | -26% | nt | 4.2% | nt | -2.5
CS(=O)(=O)c1ccc(Cl)c(NC(=O)COc2ccc3c(c2)CCC3)c1
  1% | -20% | i | ? | 0% | 0% | 0.2% | i | -0.8
COc1ccc(C(=O)COC(=O)c2cccc(NC(=O)c3ccc(OC)c(OC)c3)c2)cc1
  -20% | -2% | ? | -4% | -8% | nt | -0.5% | nt | nt
O=C1CCc2ccccc2N1
  3% | 5% | i | 1% | 1% | 0% | -0.9% | i | -0.3
C/C(=N\Nc1nc(N2CCCCC2)nc(N2CCOCC2)n1)c1ccccc1O
  -50% | 26% | i | 18% | -24% | 0% | 2.6% | i | -2.1
CCN(C(=O)c1cc2c(=O)oc3ccccc3c2s1)c1ccc(C)c(C)c1
  1% | -1%[9.27 µM] | i | 6% | ? | nt | 0.2% | nt | nt
O=C(NCc1csc2ccc(Cl)cc12)Nc1cccc2ccccc12
  2% | -1% | ? | 2% | 29% | -1% | 0.7% | i | 0.8
CC1Sc2ccc(S(=O)(=O)CCC(=O)N3CCN(c4ccccc4F)CC3)cc2NC1=O (stereo unspecified)
  -21% | ? | i | 1% | ? | 2% | 0.5% | i | -2.0
O=C(O)C(NS(=O)(=O)c1cccc2nsnc12)c1ccccc1 (stereo unspecified)
  -4% | 12% | i | 9% | 5% | -1% | 1.6% | i | -2.1
O=C1C2C3C=CC(C3=C(c3ccccc3)c3ccccc3)C2C(=O)N1CCO (stereo unspecified)
  -12% | ? | i | -5% | 0% | 1% | -0.8% | i | -0.3
COc1ccccc1CNC(=O)COC(=O)C1CCN(S(=O)(=O)c2ccc(C)c(C)c2)CC1
  10% | -1% | i | -6% | -1% | 1% | 2.1% | i | -2.8
COCCN(C(=O)CCCC(=O)Nc1ccccn1)C(C(=O)NC1CCCCC1)c1ccc(C)cc1 (stereo unspecified)
  -13% | 2% | i | -12% | -14% | -2% | -0.7% | i | 0.6
Cc1cccc(-c2cc3nc4c(c(N5CCCC(O)C5)n3n2)CCC4)c1 (stereo unspecified)
  -32% | ? | i | -6% | ? | 2% | 5.7% | i | 1.4
Cc1ccc(N=Nc2c(O)ccc3n[nH]nc23)cc1
  -1% | 0% | nt | -6% | -4% | -10% | 0.0% | i | -1.5
Cc1cc(C)nc(-n2nc(C)c3c2NC(=O)CC3c2ccccc2OC(C)C)n1 (stereo unspecified)
  -31% | -12% | nt | -3% | -32% | nt | -0.5% | nt | nt
CCOc1ccccc1N(CC(=O)NC1CCCCC1)S(C)(=O)=O
  -1% | 6% | i | -9% | -12% | 1% | 0.3% | i | 0.7
Cc1cc(C(=O)CSc2nncn2C)c(C)n1-c1ccccc1
  -15% | ? | i | 2% | -11% | -2% | -0.6% | i | -2.8
COc1ccc(NS(=O)(=O)c2cccc(NC(=O)c3ccccn3)c2)cc1
  -87% | ? | i | ? | ? | 1% | 2.1% | i | -1.2
OC(c1ccc(F)cc1)c1ncc(-c2ccc(Oc3ccccc3)cc2)[nH]1 (stereo unspecified)
  16µM* | nt | ? | nt | ? | nt | 4.2% | i | -0.2
C/C(=N\NC(=O)c1ccccc1F)c1cccc(NC(=O)c2ccccc2)c1
  -3% | -4% | ? | -5% | 7% | 1% | 0.1% | i | -1.8
CN(C)C(=O)c1cccc(-c2ccc3nncn3c2)c1
  -13% | nt | i | nt | 7% | nt | 1.9% | i | 0.1
CC(=O)Nc1ccc(N2C(=O)C3C4CC(=O)C(c5ccccc54)C3C2=O)cc1 (stereo unspecified)
  6% | ? | i | 3% | -22% | -1% | -1.7% | i | 2.2
CSc1ncccc1C(=O)N1CCN(S(=O)(=O)c2cc(C)ccc2C)CC1
  -29% | 18% | i | -8% | 13% | 0% | -1.0% | i | -0.6
CC(C)(C)c1ccc(CS(=O)(=O)CC(O)CN2CCCC2=O)cc1 (stereo unspecified)
  -18% | -4% | i | 12% | -9% | -1% | 0.1% | i | 0.4
O=C(OCC(=O)N1CCN(c2ccccc2)CC1)c1ccc2ccccc2n1
  -11% | 8% | i | 14% | -11% | 1% | 0.2% | i | -4.0
COc1cccc(N2CC(C(=O)Nc3nnc(SCC(=O)Nc4cc(C)on4)s3)CC2=O)c1 (stereo unspecified)
  4% | 0% | i | -5% | -4% | 1% | -0.7% | i | -1.7
CC1(C)Cc2ccccc2C(N/N=C/c2ccc([N+](=O)[O-])cc2)=N1
  -2% | 8% | i | -2% | 0% | -1% | 0.4% | i | -0.5
CSc1ccc(/C=N/S(=O)(=O)c2ccccc2)cc1
  5% | 3% | i | -1% | -7% | 0% | -0.1% | i | -7.9
Brc1cccc(CN2CCN(c3ncccn3)CC2)c1
  6% | 1% | i | 1% | -3% | -1% | -1.7%[9.22 µM] | i | 0.2
CN(CC(=O)Nc1ccc(Cl)c(C(F)(F)F)c1)C(=O)C1CCC1
  -3% | -13% | i | -3% | -3% | 0% | 0.4% | i | -3.6
